Screening data (PubChem)
IMP-1 inhibitor: IMP-1 metallo-beta-lactamase inhibitors, primary screen, biochemical, epi-absorbance readout, Pseudomonas aeruginosa enzyme; purified IMP-1, nitrocefin hydrolysis, epi-absorbance fluorescence; inhibition, % at 5.6 µM; 0.45% of 290,000 active; AID 1556, 2009;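 active = inhibition above the mean plus 3 SD of all compounds in the same screening run, cut at about 4.5% in these data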;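 also: 0% = IMP-1 with DMSO and 100% = DMSO wells lacking enzyme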
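Material – recombinant IMP-1 enzyme, purified · Amount – IMP-1 0.2 nM before substrate addition · Medium – HEPES buffer pH 7.1 with ZnSO4 and Brij 35 · Timing – 25 °C, 15 min preincubation, 25 min reaction · Measured by – plate fluorescence quenching by hydrolysis product, ex 480/em 530 nm · Read-out – percent enzyme inhibition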
PfM18AAP inh: PfM18AAP inhibitors, malaria aminopeptidase, primary screen, biochemical, QFRET, recombinant enzyme | AID 1822, 2009 | inhibition, % at 7.35 µM | 1.2% of 290,000 active | H-Glu-NHMec fluorogenic cleavage | M18 aspartyl aminopeptidase (Plasmodium falciparum 3D7);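 active = inhibition above the campaign mean inhibition over all tested compounds plus 3 SD, cut at about 28% in these data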;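 also: 0% = plate median of test compound wells and 100% = 2 mM ZnCl2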
IDE inh: human IDE inhibitors in live cells, primary screen, fluorescence polarization, HEK cells, FAbetaB substrate; inhibition, % at 5.59 µM; Insulin-degrading enzyme (Homo sapiens), P14735; 0.41% of 320,000 active; FAbetaB cleavage;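 active = percent inhibition above the average of all tested compounds plus 3 SD, set per screening campaign, cut at about 16% in these data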;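 also: IDE supplied by intact live HEK cells; FP after avidin binding of uncleaved biotin substrate so inhibition keeps polarization high; 0% = DMSO wells and 100% = 60 µM reference IDE inhibitor Ii1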
Target sequence (P14735 whole entry, looked up): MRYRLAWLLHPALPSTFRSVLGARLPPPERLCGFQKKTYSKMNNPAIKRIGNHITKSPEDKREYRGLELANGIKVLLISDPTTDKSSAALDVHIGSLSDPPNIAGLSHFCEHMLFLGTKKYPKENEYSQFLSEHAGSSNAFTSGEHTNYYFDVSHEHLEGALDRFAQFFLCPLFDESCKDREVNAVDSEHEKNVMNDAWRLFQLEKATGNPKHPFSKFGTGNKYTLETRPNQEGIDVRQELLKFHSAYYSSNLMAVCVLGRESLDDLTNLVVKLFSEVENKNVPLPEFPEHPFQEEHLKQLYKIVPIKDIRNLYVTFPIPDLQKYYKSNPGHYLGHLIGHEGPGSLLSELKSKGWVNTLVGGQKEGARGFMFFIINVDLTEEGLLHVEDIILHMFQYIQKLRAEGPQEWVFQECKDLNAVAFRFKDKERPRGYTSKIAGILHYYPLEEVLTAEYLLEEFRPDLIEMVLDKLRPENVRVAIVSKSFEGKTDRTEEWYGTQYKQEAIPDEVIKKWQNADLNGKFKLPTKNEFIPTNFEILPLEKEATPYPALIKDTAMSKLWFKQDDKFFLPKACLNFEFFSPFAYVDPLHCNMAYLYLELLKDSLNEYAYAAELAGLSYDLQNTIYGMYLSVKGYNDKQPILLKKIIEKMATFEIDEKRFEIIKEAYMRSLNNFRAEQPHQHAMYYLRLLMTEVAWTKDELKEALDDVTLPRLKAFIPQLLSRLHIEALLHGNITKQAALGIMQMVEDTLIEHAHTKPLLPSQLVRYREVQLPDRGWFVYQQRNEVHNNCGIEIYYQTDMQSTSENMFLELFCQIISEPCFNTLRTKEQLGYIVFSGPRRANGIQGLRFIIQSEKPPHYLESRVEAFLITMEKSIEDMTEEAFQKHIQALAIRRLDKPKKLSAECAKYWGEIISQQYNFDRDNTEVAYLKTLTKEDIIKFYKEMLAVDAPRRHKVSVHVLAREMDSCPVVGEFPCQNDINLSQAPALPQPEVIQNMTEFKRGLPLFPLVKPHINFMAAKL
pCIP destab: p/CIP-EGFP fusion destabilizers, primary screen, fluorescence, F442A cells. Q05BA5. 16 h. AID 1984, 2009. decrease of EGFP signal, % at 10 µM. 0.01% of 290,000 active;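 active = EGFP signal decrease of at least 30% at 10 µM or well 3 SD below plate mean, unless failing retest; inactive = the rest, including hits failing retest or dose response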; also: some compounds called inactive have numbers as strong as hits; many of its hits are not listed in these tables
NALP1 inh: NALP1 inflammasome inhibitors in reconstituted yeast, colorimetric, S. cerevisiae, triplicate retest | S. cerevisiae NALP1/ASC/caspase-1 growth, X-gal OD620, 72 h | inhibition, % at 10 µM | 0.61% of 280,000 active | AID 2071, 2009; in the data active = inhibition mostly above about 24%, no sharp cut-off; inactive = mostly below about 32%; also: some compounds called inactive have numbers as strong as hits
GPR7 antag: GPR7 receptor antagonists, primary screen, cell-based, fluorescence, single concentration. GPR7-expressing cells, fluorescence antagonist assay. inhibition, % at 4.4 µM. Neuropeptides B/W receptor type 1 (Homo sapiens), P48145. 1.1% of 290,000 active. AID 1861, 2009; in the data active = inhibition above about 16%, passing the limit was not always enough;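 also: cells stimulated with the agonist NPW; 0% = agonist with vehicle and 100% = vehicle without agonist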
PHOSPHO1 block: PubChem AID 1565; inhibition, % at 13.3 µM; recombinant PHOSPHO1, absorbance phosphatase assay; 1.1% of 290,000 active; Phosphoethanolamine/phosphocholine phosphatase (Homo sapiens), Q8TCT1; in the data active = inhibition above about 60%
IDE act: human IDE activators in live cells, primary screen, fluorescence polarization, HEK cells, FAbeta-B substrate; activation, % at 5.96 µM; 0.073% of 340,000 active; Insulin-degrading enzyme (Homo sapiens), P14735; FAbeta-B cleavage; 0% vehicle, 100% cell-free pure enzyme wells;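 active = activation above the mean of all tested compounds plus 3 SD, set per screening campaign, cut at about 17% in these data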
VIM-2 inh: VIM-2 metallo-beta-lactamase inhibitors, primary screen, biochemical, epi-absorbance readout, Pseudomonas aeruginosa enzyme. purified VIM-2, nitrocefin hydrolysis, epi-absorbance fluorescence. inhibition, % at 5.6 µM. 0.89% of 290,000 active;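 active = inhibition above the mean of all tested compounds plus 3 SD, cutoff set per screening run, cut at about 7.5% in these data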;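 also: red hydrolysis product quenches plate fluorescence so inhibitors raise well fluorescence; 0% = enzyme with DMSO and 100% = DMSO without enzyme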
* marks the source's active call; other numbers are inactive results; · = no result given; & = joins results of further samples.

SMILES	IMP-1 inhibitor	PfM18AAP inh	IDE inh	pCIP destab	NALP1 inh	GPR7 antag	PHOSPHO1 block	IDE act	VIM-2 inh
Clc1cccc(C2=NOC(c3nnc(-c4ccccc4)o3)C2)c1 (stereo unspecified)	·	·	-0.3	-15.1	·	·	34.3	-0.3	·
Cc1ccc(/C=N/NC(=O)CNC(=O)COc2ccccc2)cc1	0.0	3.7	-3.8	-6.5	14.3	-1.9	3.5	-4.0	-2.3
CCC(C)C(=O)Nc1ncc2c(n1)CC(c1cccs1)CC2=O (stereo unspecified)	1.4	1.7	7.1	-4.6	6.0	-7.7	5.5	4.5	-4.2
CSCC[C@H](NC(=O)OC(C)(C)C)C(=O)NCC1CCC(C(=O)N[C@@H](Cc2ccccc2)C(=O)O)CC1 (stereo partly specified)	-4.2	-11.3	5.0	3.0	17.6	-10.2	21.6	1.4	-0.9
COc1cc(CNc2ccc(CNc3ncn[nH]3)cc2)cc(Cl)c1OCc1ccccc1	-4.6	34.2*	-1.3	-4.5	10.1	-8.0	-8.9	5.2	-3.2
N#C/C(=C\c1cccc([N+](=O)[O-])c1)c1nnc2n1CCCCC2	-2.3	-6.9	-3.1	-1.6	31.0	-12.0	3.9	3.1	-2.6
N#Cc1c2c(c(Nc3ccc(O)cc3)n3c1nc1ccccc13)CCC2	-2.1	-14.7	7.3	-7.8	22.5	3.0	3.1	-0.3	1.5
CNC(=O)C1CCN(C(=O)c2ccc(-c3ccccc3)cc2)CC1	-2.3	0.1	-0.5	-0.5	7.7	-1.1	-29.2	-1.0	-1.7
COc1ccc(-n2c(Cc3cc(=O)[nH]c(=O)[nH]3)nnc2SCC(=O)N2CCCC2)cc1	-2.0	0.5	1.2	-3.5	-15.8	-10.6	2.1	1.6	-1.5
COC(=O)Cc1c(C)nc2nc(-c3ccc(Cl)cc3)[nH]n2c1=O	-3.4	2.0	5.2	5.3	10.1	-2.7	-0.5	-1.6	-3.4
O=C(O)c1ccc(NS(=O)(=O)c2ccc(Cl)c(C(=O)Nc3ccccc3)c2)cc1	-1.1	-0.5	-5.0	11.8	20.8	-5.1	7.8	2.2	-1.0
O=C(CC1SC(=Nc2ccccc2)N(CCc2ccccn2)C1=O)Nc1ccc(F)cc1 (stereo unspecified)	-4.9	0.3	3.2	1.9	20.8	-6.6	-4.4	2.3	-3.4
CC(C)(C)OC(=O)NCCc1nnc(SCc2ccc(Cl)cc2Cl)o1	-2.6	-5.6	-2.3	-11.9	7.3	-2.7	36.9	-1.2	0.3
Cc1cc([N+](=O)[O-])nn1CC(=O)Nc1c(C)n(C)n(-c2ccccc2)c1=O	-2.1	-5.0	9.1	-1.9	8.4	31.3*	0.6	-1.5	-1.1
CN1CCCCc2c1[nH]c1ccccc1c2=O	-2.8	-11.8	3.6	1.7	13.3	-14.2	23.8	0.8	-3.9
COCCOC(=O)C1=C(C)Nc2nc(C)nn2C1c1ccc(F)cc1 (stereo unspecified)	-2.2	-3.2	1.4	-33.9	8.8	-8.4	-15.0	4.6&9.0	-1.6
O=C(/C=C/c1ccc(Cl)cc1)N1CCN(Cc2ccccc2)CC1	-4.7	-10.2	2.0	4.4	11.2	12.8	5.5	4.3	-2.6
CSCC(O)Cn1[nH]c(=O)c2cc(Cl)c(Cl)cc2c1=O (stereo unspecified)	-3.1	-3.5	0.6	-8.8	13.6	-15.0	3.3	1.5	-0.7
NC(=O)c1ccccc1NC(=O)NC1CCCCC1	-2.4	7.2	0.0	0.8	8.9	-8.5	8.0	-2.0	-4.4
COCCCn1c(SCC(=O)Nc2ccc3c(c2)OCCO3)nnc1-c1ccoc1C	-0.9	-0.7	-1.1	-4.7	5.1	-6.2	4.9	-1.8	-3.9
O=C(CSc1ccccc1)NCc1ccccn1	-1.9	-0.5	2.8	1.3	12.3	-8.5	-6.0	2.3	-0.4
O=C(COC(=O)c1cccnc1Nc1ccccc1F)NC1CC1	-4.3	3.4	1.7	-5.5	·	-7.0	-8.5	-2.0	-1.0
O=C(Cn1cnc2ccccc21)NCc1ccccc1	-0.4	-4.5	0.8	-0.9	11.7	-14.4	-10.5	0.5	-4.9
O=C(COC(=O)/C=C/c1cccs1)NC(=O)Cc1ccccc1	-3.1	-14.3	-0.6	-12.4	-18.3	-5.7	52.7	0.4	-2.9
O=c1c(O)c(-c2ccc(O)cc2O)oc2cc(O)cc(O)c12	-2.8	30.1*	·	-4.6	15.9	-11.5	1.1	·	-4.3
CC(=O)Nc1ccc(S(=O)(=O)c2ccc(N)cc2)cc1N	-4.2	2.7	-0.4	-4.3	-11.9	6.3	-4.4	2.0	-0.6
Cc1cc(OC(=O)c2cc(F)c(F)cc2Cl)nc(C)n1	-0.8	-1.0	0.1	-2.7	12.9	8.8	24.4	4.3	-1.2
O=CN1CCCN(C(=O)CC2C(=O)NCCN2Cc2cccc(Oc3ccccc3)c2)CC1 (stereo unspecified)	-4.5	17.6	11.3	-2.9	-5.5	-8.2	47.5	0.6	-1.9
COc1cc(NS(=O)(=O)c2ccc(Cl)cc2)c(C(=O)O)cc1OC	-3.3	5.5	-2.2	14.3	14.3	-17.6	-5.0	1.6	-2.2
COCC1CCCCN1C(=O)c1ccc2oc(CCCc3ccccc3)nc2c1 (stereo unspecified)	-2.0	-2.8	8.2	-1.5	20.8	-2.3	32.7	-2.6	-3.2
Cc1ccc(S(=O)(=O)C2(C(=O)NC3CCCCC3C)CC2)cc1 (stereo unspecified)	-2.0	4.6	0.2	0.6	6.1	6.3	-9.7	3.7	-3.6
Cc1cc(SCc2cc(=O)[nH]c3ccccc23)nc2ccccc12	-1.5	-1.2	1.7	3.5	10.6	-0.1	8.7	-7.2	1.9
N#Cc1c(-c2ccco2)cc(-c2ccccc2)[nH]c1=O	0.5	4.3	7.9	-13.4	·	4.6	41.6	4.7	0.7
CCOC(=O)c1ccc(NC(=O)COc2cc(=O)n(CC)c3ccccc23)cc1	-5.8	-2.0	7.2	7.6	-18.0	-2.0	0.7	1.9	-4.1
CC(C)CC(NC(=O)OC(C)(C)C)C(=O)NC(C(=O)N1CCCC1C(N)=O)C(C)C (stereo unspecified)	-2.1	-0.8	-0.3	2.0	24.4	-3.2	3.5	3.7	-2.4
CCc1n[nH]c(=S)n1/N=C/c1c[nH]c2ccc(Br)cc12	0.0	1.4	4.6	-8.1	-6.5	10.5	28.0	0.5	2.3

Pulled one by one from the entries so far (4):
SMILES	IMP-1 inhibitor	PfM18AAP inh	IDE inh	pCIP destab	NALP1 inh	GPR7 antag	PHOSPHO1 block	IDE act	VIM-2 inh
O=CN1CCCN(C(=O)CC2C(=O)NCCN2Cc2cccc(Oc3ccccc3)c2)CC1 (stereo unspecified)	-4.5	17.6	11.3	-2.9	-5.5	-8.2	47.5	0.6	-1.9
CCc1n[nH]c(=S)n1/N=C/c1c[nH]c2ccc(Br)cc12	0.0	1.4	4.6	-8.1	-6.5	10.5	28.0	0.5	2.3
COc1cc(NS(=O)(=O)c2ccc(Cl)cc2)c(C(=O)O)cc1OC	-3.3	5.5	-2.2	14.3	14.3	-17.6	-5.0	1.6	-2.2
CC(=O)Nc1ccc(S(=O)(=O)c2ccc(N)cc2)cc1N	-4.2	2.7	-0.4	-4.3	-11.9	6.3	-4.4	2.0	-0.6

Next part.
SMILES	IMP-1 inhibitor	PfM18AAP inh	IDE inh	pCIP destab	NALP1 inh	GPR7 antag	PHOSPHO1 block	IDE act	VIM-2 inh
O=C1C2CC=C(Cl)CC2C(=O)N1CN(Cc1ccco1)CN1C(=O)C2CC=C(Cl)CC2C1=O (stereo unspecified)	0.7	2.5	-4.5	-2.2	1.7	1.6	0.6	-1.6	-0.1
N=C1C(c2nc3ccccc3s2)=C(O)CN1NC(=O)c1c[nH]c2ccccc12	-2.8	3.1	1.4	-5.2	3.1	-12.8	7.7	-4.2	-1.8
O=Cc1ccc(-n2cc(C=O)c3ccccc32)cc1	-2.1	-1.4	1.8	-2.0	2.3	-0.5	39.9	3.8	2.0
CC(=O)Nc1cccc(Oc2nc(-c3ccccn3)nc3ccccc23)c1	-4.0	-4.3	1.9	9.0	-0.8	2.3	23.9	·	-0.7
O=c1oc2ccccc2cc1-c1csc(Cc2nc(-c3ccc(Cl)cc3)cs2)n1	-3.0	1.0	-1.4	12.8	11.2	-9.5	-2.9	-0.1	-0.5
CCn1c(CNC(=O)COc2ccc(C(C)C)cc2)nnc1SCC(=O)Nc1cc(F)ccc1C	-1.8	0.1	3.0	-9.1	-0.9	-7.5	-66.8	-3.3	-0.8
Cc1[nH]c2ccccc2c1/C=N/Nc1nc(N2CCCCC2)nc(N2CCCCC2)n1	-4.9	4.7	1.0	-15.8	16.1	-8.5	2.9	-2.5	-4.0
CCCN(CC(=O)Nc1c(C)cccc1CC)C(=O)SCC	-1.8	-15.2	4.1	-11.8	3.6	17.3	-15.3	5.5	0.0
CCOc1ccc(NC(=O)C(c2ccccn2)N(C(=O)CCl)c2ccc(F)cc2)cc1 (stereo unspecified)	-2.6	3.0	-5.6	6.7	18.8	-1.4	-41.3	2.6	-3.2
CCc1cc(C(=O)N=Nc2c(O)[nH]c3ccc([N+](=O)[O-])cc23)c2ccccc2n1	-1.9	4.9	2.4	-7.7	·	2.0	-6.6	4.6	-3.2
COc1ccc(O)c(/C=N/c2nc3ccccc3n2C)c1	-1.4	-0.3	-0.8	-1.4	33.1*	-17.6	44.1	2.0	-4.5
Cc1cc(Cn2ccnc2)c(C)cc1Cn1ccnc1	-2.4	-1.7	1.2	-7.0	30.4	1.6	14.1	-5.2	-2.7
O=C(C1CCCN(S(=O)(=O)c2cnc[nH]2)C1)N(CCc1ccccc1)Cc1ccccc1 (stereo unspecified)	-2.6	2.4	4.2	-7.5	6.2	5.5	15.2	0.6	-0.5
COc1ccc(-c2c(C#N)c(N)nc3c2CCCC3)cc1OC	-2.4	0.2	1.3	·	·	-9.1	·	6.0	-0.1
O=C(CCCC(=O)OCC(F)(F)C(F)F)Nc1nccs1	-1.9	0.8	-2.9	-9.1	-19.8	6.2	-3.7	0.7	-1.8
CCOC(=O)C1=C(O)/C(=C\c2ccc(CNS(=O)(=O)c3ccc(Br)cc3)o2)N=C1C	-1.5	-13.0	-4.7	-6.9	-5.0	-6.5	-5.8	-3.1	0.8
CSc1sc(-c2ccnc(SCC(=O)C(C)(C)C)n2)c2c1C(=O)CC(C)(C)C2	13.6*	34.9*	0.1	-10.6	·	19.6	17.7	8.1	3.6
CCOC(=O)C1=C(Cn2cnc3ccccc32)NC(=O)NC1c1ccc(Cl)cc1 (stereo unspecified)	-1.7	-0.9	2.1	-2.2	-2.9	-9.8	4.8	-4.1	-4.9
NC(=O)c1cc(N2C(=O)C=CC2=O)ccc1Cl	-2.4	0.9	-1.6	-3.3	-23.7	5.1	1.4	-30.3	0.9
C=CCNC(=S)NNC(=O)c1cc(-c2cccnc2)nc2ccccc12	-3.7	1.0	·	-7.3	-11.0	-3.3	16.2	1.6	-4.8

This is a random part of the collection. Share with any hit: about 5.3%.
